Source: PubChem (The Scripps Research Institute Molecular Screening Center)
GBA enhancer: GBA activity enhancers in patient fibroblasts, primary screen, cell-based. L444P Gaucher fibroblasts, 4-MU-glucoside fluorescence, 3 days. activation, % at 10 µM. 0.44% of 30,000 active. Lysosomal acid glucosylceramidase (Homo sapiens), P04062; in the data active = activation above about 65%;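 also: 0% = vehicle wells and 100% = positive control wells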
Target sequence (P04062 whole entry L483P): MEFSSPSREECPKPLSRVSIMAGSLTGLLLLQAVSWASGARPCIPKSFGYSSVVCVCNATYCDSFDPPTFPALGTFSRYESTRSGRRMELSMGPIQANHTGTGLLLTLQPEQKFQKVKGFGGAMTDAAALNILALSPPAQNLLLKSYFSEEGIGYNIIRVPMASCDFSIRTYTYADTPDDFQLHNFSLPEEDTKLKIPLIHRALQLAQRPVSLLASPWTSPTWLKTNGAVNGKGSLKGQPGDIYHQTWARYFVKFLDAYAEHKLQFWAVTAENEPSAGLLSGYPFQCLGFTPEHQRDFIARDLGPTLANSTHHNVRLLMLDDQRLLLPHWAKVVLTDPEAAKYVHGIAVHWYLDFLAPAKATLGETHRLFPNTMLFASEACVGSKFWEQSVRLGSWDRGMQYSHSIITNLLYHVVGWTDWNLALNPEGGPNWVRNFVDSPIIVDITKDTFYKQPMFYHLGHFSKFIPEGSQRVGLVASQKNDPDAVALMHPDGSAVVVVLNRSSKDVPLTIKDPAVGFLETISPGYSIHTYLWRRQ
An asterisk follows results filed as active. This is a subset; count on the stated rates, not on these rows.

The first 5 compounds (preview)
SMILES | GBA enhancer
Oc1cc(Cc2ccccc2)cnc1CN1CCOCC1 | -12
O=C(Nc1ccc(OC(F)(F)F)cc1)C1CCCN(S(=O)(=O)c2cccnc2)C1 (stereo not given) | 10
CCOC(=O)Cn1cc(C(=O)C2CC2)c2ccccc21 | 18
Cc1cc2c(cc(C(=O)NCc3cccnc3)n2Cc2ccc(Cl)cc2)o1 | 3
CCOCCCNC(=O)CN(Cc1ccc(Cl)cc1)S(C)(=O)=O | -16

The whole of this part, from the start:
SMILES | GBA enhancer
Oc1cc(Cc2ccccc2)cnc1CN1CCOCC1 | -12
O=C(Nc1ccc(OC(F)(F)F)cc1)C1CCCN(S(=O)(=O)c2cccnc2)C1 (stereo not given) | 10
CCOC(=O)Cn1cc(C(=O)C2CC2)c2ccccc21 | 18
Cc1cc2c(cc(C(=O)NCc3cccnc3)n2Cc2ccc(Cl)cc2)o1 | 3
CCOCCCNC(=O)CN(Cc1ccc(Cl)cc1)S(C)(=O)=O | -16
CCOC(=O)c1ccc(NC(=O)NS(=O)(=O)c2ccc(C)cc2)cc1 | -5
Cc1nc2cc(NC(=O)NCc3ccc4c(c3)OCO4)ccc2o1 | 2
O=C(NCC1COCCO1)C1CCN(S(=O)(=O)c2ccccc2)CC1 (stereo not given) | 6
O=C(O)c1cccc(N2CCCC2=O)c1 | -30
COc1cccc(CNc2nc3nc(C)c(Cl)c(C)n3n2)c1 | -42
CC1CN(C(=O)CN2C(=O)c3ccccc3C2=O)CC(C)O1 (stereo not given) | -4
CCc1ccc(NS(=O)(=O)c2cccs2)cc1 | -29
Oc1ccc(-c2onc(C(F)(F)F)c2-c2cscn2)c(O)c1 | 9
Cc1ccc(-n2c(=O)c(C#N)cc3c(=O)n4ccccc4nc32)cc1 | 134*
Cn1cnnc1SCC(=O)Nc1sc2c(c1C#N)CCCCC2 | -15
Cc1cc(=O)[nH]c(SCC(=O)C23CC4CC(CC(C4)C2)C3)c1C#N | -5
O=C(NCc1cccnc1)c1cnc2n(c1=O)CCS2 | 9
CCCc1nc(SCC(=O)NCc2ccco2)c2c(=O)n(C)c(=O)n(C)c2n1 | -7
COc1ccc(CCNc2c(N)n(Cc3ccccc3)c(=O)[nH]c2=O)cc1OC | -2
COc1ccc(C(=O)Nn2c(C3CCC3)nc3ccccc3c2=O)c(OC)c1 | -26
CCOC(=O)C1CCCN(Cc2cccc(Cl)c2)C1 (stereo not given) | -4
CN1CCN(C(=O)c2cccc(S(=O)(=O)N3CCCCC3)c2)CC1 | -14
O=C(CN1CCN(c2nc(-c3ccccc3)cs2)CC1)Nc1ccc2c(c1)OCO2 | -12
CCOc1cc(S(=O)(=O)NCc2ccco2)c(OCC)cc1-n1cnnn1 | 10
O=C(CC(c1ccccc1)c1cc(Br)ccc1O)NCc1ccco1 (stereo not given) | -40
O=C1CCCC(O)=C1C(C#Cc1ccccc1)C1=C(O)CCCC1=O | -3
CS(=O)(=O)N1CCC(C(=O)Nc2cc(C(F)(F)F)ccc2Cl)CC1 | -16
COc1ccc(-c2ccc(-c3nnc(Cc4ccc(OC)c(OC)c4)o3)cc2)cc1 | -4
Cc1ccc2c(c1)N(CCC(=O)NCCCOC(C)C)C(=O)C(C)O2 (stereo not given) | -11
CCOC(=O)c1c(C)[nH]c(C(=O)Cn2c(=O)oc3ccccc32)c1C | -10
CN(Cc1ccc(OC(F)F)cc1)C(=O)c1ccc2nccnc2c1 | 9
COc1ccc2c(c1)c(CC(=O)O)c(C)n2C(=O)c1ccc(Cl)cc1 | -37
COc1nc(OC/C(N)=N/O)nc(N2CCOCC2)n1 | -21
CCC(OC(=O)c1cc2sccc2n1C)C(=O)NCC1CCCO1 (stereo not given) | 15
COCc1cc(C)nc(SCC(=O)Nc2ccccc2C)c1C#N | 52
Cc1ccc(N(CC(=O)Nc2ccc3c(c2)OCCO3)S(=O)(=O)c2c(C)noc2C)cc1 | -12
CCOC(=O)c1nnn(-c2nonc2N)c1-c1cccc2ccccc12 | -8
Cc1ccc(NC(=O)CSC2=C(C#N)C(c3ccc4c(c3)OCO4)C3=C(CCCC3=O)N2)c(C)c1 (stereo not given) | 6
CCOC(=O)c1ccc(NS(=O)(=O)N2CCCCCC2)cc1 | -5
CC1=C(C)C(=O)NC(Nc2nc(C)c3cc(C)cc(C)c3n2)N1 (stereo not given) | -51
Cc1ccc(S(=O)(=O)NCc2ccc(C(=O)N3CCN(c4ccccn4)CC3)cc2)cc1 | -11
O=C(NCc1cccc(C(F)(F)F)c1)C1CCN(c2ncccn2)CC1 | -37
O=C(Nc1ccc2oc(-c3ccncc3)nc2c1)c1c(F)c(F)c(F)c(F)c1F | -2
Cc1ccc(-c2cc(C(=O)N3CCN(c4ncccn4)CC3)c3ccccc3n2)cc1 | 15
CC1(C)CC(=O)C2=C(C1)OC(N)=C(C#N)C21CCN(Cc2ccccc2)CC1 | -1
Cc1ccc(-c2nsc3c(N4CCC(C(N)=O)CC4)ncnc23)cc1 | -6
CCOC(=O)c1c(C)nn(Cc2cccc(Cl)c2)c1N | -16
CCOC(=O)c1cccc(NC(=O)CSc2nc(N)cc(N)n2)c1 | -26
Cc1cccc(NC(=O)CSc2nnc(-c3ccccc3Br)o2)c1C | 7
CC(C)(C)OC(=O)N1CCC(C(=O)N2CCC[C@H]2C(=O)O)CC1 | -15

An excerpt from above in order of length of the SMILES, lowest first:
SMILES | GBA enhancer
Cc1cccc(NC(=O)CSc2nnc(-c3ccccc3Br)o2)c1C | 7
Cc1ccc(-c2nsc3c(N4CCC(C(N)=O)CC4)ncnc23)cc1 | -6
CC(C)(C)OC(=O)N1CCC(C(=O)N2CCC[C@H]2C(=O)O)CC1 | -15
Cc1ccc(-c2cc(C(=O)N3CCN(c4ncccn4)CC3)c3ccccc3n2)cc1 | 15
CC1(C)CC(=O)C2=C(C1)OC(N)=C(C#N)C21CCN(Cc2ccccc2)CC1 | -1
Cc1ccc(S(=O)(=O)NCc2ccc(C(=O)N3CCN(c4ccccn4)CC3)cc2)cc1 | -11

Two records drawn at random from the list so far, as already listed:
SMILES | GBA enhancer
Cc1ccc(-c2cc(C(=O)N3CCN(c4ncccn4)CC3)c3ccccc3n2)cc1 | 15
O=C(NCc1cccc(C(F)(F)F)c1)C1CCN(c2ncccn2)CC1 | -37

(more compounds)
SMILES | GBA enhancer
Cc1ccc(Cl)cc1NC(=O)CCn1cccc1 | -27
CCCS(=O)(=O)N1CCCC(C(=O)NC2CCCC(C)C2C)C1 (stereo not given) | -7
Cc1ccc(OCc2nnc(SCC(=O)Nc3sc(C)c(C)c3C#N)n2C)cc1 | -34
COc1cc(C2C(C#N)=C(C)NC3=C2C(=O)CC(C)(C)C3)ccc1O (stereo not given) | -15
CCCOC(=O)Cn1c(=O)c2cc3c(=O)n(CC(=O)OCCC)c(=O)c3cc2c1=O | -25
CCOC(=O)C1CCCN(C(=O)c2cn(C)c3ccc(S(=O)(=O)N4CCCC4)cc3c2=O)C1 (stereo not given) | -6
O=C(Nc1ccc(-c2nc3ccccc3[nH]2)cc1)C1CCCO1 (stereo not given) | -10
CCOC(=O)c1c(C)[nH]c(C(=O)OC/C(O)=C(\C#N)c2nc3ccccc3[nH]2)c1C | 11
O=C(NCCC1=CCCCC1)c1cnsn1 | 6
CCCC(=O)N(c1ccc(F)cc1)C1C=CS(=O)(=O)C1 (stereo not given) | -11
Cc1noc(NS(=O)(=O)c2ccc(NC(=O)c3cnc4n(c3=O)CCS4)cc2)c1C | 39
O=C(Nc1ccc(Cl)cc1)C1CC=CCC1C(=O)OCC(F)(F)C(F)F (stereo not given) | 5
O=C(CCc1n[nH]c(=O)[nH]c1=O)N1CCOCC1 | 3
COc1ccc(-c2nnc3n2-c2ccccc2SC3)cc1OC | -13
Fc1ccccc1CSc1nnc(Cn2cnc3ccccc32)n1-c1ccccc1 | 2
CC(C)c1ccc(-c2nc(N3CCCC3)nc3n[nH]c(N)c23)cc1 | -37
COc1ccc(Cl)cc1N(CC(=O)Nc1ccccc1SC)S(C)(=O)=O | -36
CCSCCC(NC1=CC(=O)CC(C)(C)C1)C(=O)O (stereo not given) | -16
Cc1ccn2cc(C(=O)Nc3ccccc3N3CCOCC3)nc2c1 | 92*
CCOC(=O)Cn1nnc(-c2ccc(SC)cc2)n1 | 2
COc1ccc(NC(=O)Cn2cccc2)c(OC)c1 | 21
O=C(NS(=O)(=O)c1ccccc1)c1ccccc1F | -13
O=c1cc(-c2ccccc2)[nH]c2nc3ccccc3n12 | -15
CN(C)S(=O)(=O)c1cccc(C(=O)Nc2cc(Cl)ccc2O)c1 | -13
C=CCOC(=O)C1=C(C)Nc2nc3ccccc3n2C1c1ccncc1 (stereo not given) | 14
O=S1(=O)C=C(Sc2nnc(-c3ccccc3)o2)c2ccccc21 | -30
COc1ccc(C(=O)OCC(=O)c2ccc(C)c(S(=O)(=O)N3CCOCC3)c2)cc1OC | -34
CCOC(=O)c1c(C)c(C(=O)NCc2ccccc2OC)c(C)n1C | -24
COc1ccc(CCNC(=O)CN2CCC(n3nnc4cc(F)ccc43)CC2)cc1OC | -22
COc1ccc(-c2nnc3n2N=C(C)CS3)cc1OC | -23
O=c1c2ccccc2sn1-c1ccc(S(=O)(=O)N2CCCC2)cc1 | -7
CCCc1nnc(SCc2ccc(C(=O)OC)o2)n1N | -5
CC(=O)n1nc(-c2ccccc2)nc1NCc1ccc(F)cc1 | -13
O=C1C2ON(c3ccc(Cl)cc3)C(c3ccco3)C2C(=O)N1c1ccccc1 (stereo not given) | 3
COc1cccc(-c2csc(N3CCN(C(=O)Nc4ccccc4OC)CC3)n2)c1 | -24
CCOc1ccc(CC(=O)Nc2ccc(S(=O)(=O)Nc3cc(C)on3)cc2)cc1OCC | -37
c1ccc(-c2noc(CSc3nnc(Cc4cccs4)n3-c3ccccc3)n2)cc1 | -20
Cc1cccc(-c2nnc(N)s2)c1 | -19
CCCS(=O)(=O)N1CCC(C(=O)NC2CCCC(C)C2C)CC1 (stereo not given) | -2
CCCCNC(=O)CCn1nc(-c2ccccc2)ccc1=O | -50
CCOC(=O)c1ccc(COC(=O)c2cc(=O)[nH]c3ccccc23)o1 | 0
N#C/C=C1/NC(=O)c2ccccc2S1 | 9
Cc1cc(Cl)ccc1OCC(=O)Nc1ccccc1CO | -6
CC(C)(C)n1nc2c(c1NC(=O)COc1ccc(Cl)cc1)CSC2 | 1
Cc1cccc(OCC(=O)Nc2cc(C)c(C)cc2O)c1 | -5
CCOC(=O)c1ccc(S(=O)(=O)N2CCN(CC3CC=CCC3)CC2)cc1 (stereo not given) | -1
CCOC(=O)c1cc(NC(=O)Nc2ccc(OC)c(OC)c2)c(C)nc1C | 39
O=C(CCn1nc(-c2ccc(Cl)cc2)ccc1=O)N1CCOCC1 | 11
Cn1c2ccccc2c2c(C(=O)NCCCN3CCCC3=O)cn(C3CCCCC3)c(=O)c21 | 1
O=C(OCCN1CCCCC1)c1cc2ccccc2o1 | 71*
Next part:
SMILES | GBA enhancer
Cc1cc(N2CCC(C)CC2)nc2ccc(N3C(=O)CCC3=O)cc12 | -3
Cc1cc(NC(=O)CN2CC3CC(C2)c2cccc(=O)n2C3)nc2c1c(=O)oc1ccccc12 (stereo not given) | -16
COc1ccc(S(=O)(=O)N2CCN(C(=O)c3c(C)nn(-c4ccccc4)c3Cl)CC2)cc1 | -1
Cc1cc(C)c2c(c1)cc(C)c1nnc(SCC(=O)Nc3cc(C)on3)n12 | -30
CCCCN(CC)S(=O)(=O)N1CCC(C(=O)NCCCN2CCOCC2)CC1 | 18
COc1ccc(Cn2nnnc2C(c2ccccc2Cl)N2CCN(C3CCCC3)CC2)cc1 (stereo not given) | -10
CCCCCNC(=O)c1cc(S(=O)(=O)N2CCCCC2)ccc1F | -5
CCOc1ccc2c(c1)N(C(=O)CN1C(=O)CCC1=O)C(C)(C)C=C2C | -35
Cc1ccc(C)c(NC2=NS(=O)(=O)c3ccccc32)c1 | -2
Cc1c(O)nc(SC2CC(=O)N(c3ccccc3)C2=O)[nH]c1=O (stereo not given) | -4
CCC1(CC)C(=O)N(C)C(=O)NC1=Nc1ccccc1 | 5
Cn1c(=O)[nH]c(=O)c2c1nc(N1CCCCCC1)n2CCCSc1nc2ccccc2o1 | -26
CCOC(=O)c1c(NC(=O)CSc2nnc(CNc3ccc(F)cc3)o2)sc(C)c1C | -7
C(=N\n1cnnc1)/C1CCCCC1 | -23
Cc1nc2ccc(S(=O)(=O)NCC(=O)N3CCC(N4CCCCC4)CC3)cc2s1 | -22
Cc1onc(-c2ccccc2)c1C(=O)N1CCOCC1 | -7
COc1ccc(N(C(=O)c2cccc(OC)c2OC)C2C=CS(=O)(=O)C2)c(OC)c1 (stereo not given) | -11
O=C(NCc1ccccc1)C1CCN(S(=O)(=O)N2CCCCCC2)CC1 | -12
O=c1[nH]c(CN2CCN(C/C=C/c3ccccc3)CC2)nc2ccccc12 | -20
Cc1ccc2nc(Nc3ccc4[nH]c(=O)[nH]c4c3)c(-n3nc(C)cc3C)nc2c1 | -25
Cc1cc(SCC(=O)c2ccccc2)nc(C)n1 | 13
CS(=O)(=O)N(CC(=O)Nc1ccc2c(c1)OCO2)Cc1ccc(Cl)cc1 | -44
CCCOC(=O)NC(CC)COC(=O)Nc1cccc(C)c1C (stereo not given) | -10
Cc1ccc(N2C(=O)c3cccc4c(N5CCN(C)CC5)ccc(c34)C2=O)c2cccnc12 | -2
Cn1nc(C(=O)Nc2cccc(C(F)(F)F)c2)ccc1=O | -1
COc1cc(NC(=O)c2noc3c2CCCC3)c(OC)cc1Cl | -28
CC(=O)c1cccc(NC(=O)C=C(C)C)c1 | 1
Cn1c(=O)c2c(nc(CN3CCC(C(N)=O)CC3)n2CCCc2ccccc2)n(C)c1=O | 9
Cc1cc(N2CCN(c3ccccc3)CC2)nc(-c2ccccc2)n1 | -11
COc1ccccc1CN1CCCC(C(=O)N(C)Cc2ccccc2)C1 (stereo not given) | -18
CN1C(=O)c2ccc(NC(=O)c3c(F)c(F)c(F)c(F)c3F)cc2C1=O | -6
Cc1ccc2cc(CN(CC3CCCO3)C(=O)C(C)C)c(=O)[nH]c2c1 (stereo not given) | -10
CC(C)(C)SCCNC(=O)CSc1ccccc1 | -31
CN1CCN(c2nc(-c3cccs3)cc(C(F)(F)F)n2)CC1 | -57
COC(=O)c1ccccc1NC(=O)CSc1nc(-c2ccco2)cc(C(F)(F)F)n1 | -33
CCOc1ccc(NC(=O)c2ccco2)cc1 | -2
COc1ccc(N2C(=O)C3CCCN3C2c2cccc(F)c2)cc1Cl (stereo not given) | 2
